Bioassay records (PubChem BioAssay)
pAkt inh: HTS Assay for Inhibitors of Akt Phophorylation: Primary Screen. Neuro2A IGF-stimulated pAkt S473 HTRF, 20 min; active compounds read low. activity change, % for hits at 50 µM. 0.32% of 360,000 active; in the data active = activity change below about -80%; inconclusive = mostly about -51% to -80%; also: % is scaled to controls: 0 for no effect and ±100 for the full control effect
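Single-point screen (50 µM final compound) in Neuro2A cells stimulated 20 min with 6 nM IGF at 37 deg C. After lysis, Ser473-phosphorylated Akt read by HTRF (ex 330 nm, em 615/665 nm) as the 665/615 ratio.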
Mm-Cpn inhibitor: Inhibitors of TCP-1 ring complex (TRiC) of Methanococcus maripaludis (MmCpn): qHTS. Chaperonin Mm-Cpn (Methanococcus maripaludis). purified Mm-Cpn ATPase, ADP Transcreener TR-FRET. 0.031% of 330,000 active. Potency, µM (doses to about 76.9 µM), inactives show at the highest dose activity, negative = inhibition, usual class: inhibitors; also: potency is read from the fitted curve at half-maximal effect; % is scaled to controls: 0 for no effect and ±100 for the full control effect; nearly all actives have a fitted effect of over 80% in size
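Purified archaeal Mm-CPN (25nM final) preincubated 10 min at 37degC with compound, then 10uM ATP for 30 min at 37degC; ADP measured by HTRF Transcreener TR-FRET; buffer 30 mM TRIS pH 7.4, 100mM KCl, 5mM MgCl2, 1mM DTT.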
Nrf2 activator: qHTS of Nrf2 Activators; AREc32 ARE-luciferase reporter (MCF7-derived line), luminescence, 24 h; Potency, µM (highest dose often 46.1 µM), for the others: at the top dose activation, most hits filed as activators; 0.31% of 410,000 active; also: potency is read from the fitted curve at half-maximal effect; % of control where 0% means no effect; nearly all actives have a fitted effect of over 65% in size
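Luminescent ARE reporter assay in AREc32_Fluc cells: overnight plating at 37 deg C, 24 hr compound incubation, Steady-Glo added, 30 min RT before reading.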
CCT chaperon mod: High-Throughput Screening for Modulators of Cytosolic Chaperonin Activity; activity change, % (no concentration beside the values), hits read low; purified chaperonin ATPase assay, HTRF ADP detection, 30 min; 0.3% of 360,000 active; AID 651819, 2012; in the data active = activity change below about -30%; also: % is scaled to controls: 0 for no effect and ±100 for the full control effect
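First, chaperonin was dispensed at 40 nM or 20 nM final depending on batch activity. Next, compounds were pinned at 76 uM and ATP added at 10 uM. After 30 min at 37 °C, ADP detection reagents ran 30 min at ambient temperature.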
HepG2 tox: qHTS for Inhibitors of TGF-b: Cytotox Counterscreen; HepG2 CAGA-GFP viability, ATP luminescence, 18 h; Potency, µM (doses to about 46.1 µM), for the others: at the highest dose activity change, negative = cytotoxicity, actives largely listed as cytotoxic; 0.76% of 410,000 active; also: potency is read from the fitted curve at half-maximal effect; some results filed as inactive show a strong effect at the top dose
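CellTiter-Glo luminescence gave cytotoxicity after 18 hours at 37 degrees C. The cells were HepG2 CAGA-GFP in 1% FBS DMEM, stimulated with 500 pg/mL TGF-beta after compound addition. %Activity was normalised to no-cell wells (complete cell-killing) and DMSO (no toxicity), and curves were fitted and classified.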
TGFb inhibitor: qHTS for Inhibitors of TGF-b; 1.2% of 410,000 active; HepG2 CAGA-GFP TGF-b/SMAD3 reporter, GFP fluorescence, 18 h; TGF-beta stimulated, 500 pg/mL final; Potency, µM (titrated, usually from 46.1 µM), for inactives: at the highest dose activity, negative = inhibition, hits mostly inhibitors; AID 588855, 2011; also: potency is read from the fitted curve at half-maximal effect; % is scaled to controls: 0 for no effect and ±100 for the full control effect; nearly all actives have a fitted effect of over 65% in size
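Read-out: total well GFP (ex488/em500-530) summed from mean per-cell fluorescence. Cells: HEPG2 CAGA-GFP, 1% FBS DMEM, 18 h at 37 degrees C with 500 pg/mL final TGF-beta. Unstimulated wells served as the full-inhibition control; stimulated DMSO wells = 0%.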
Nrf2 inh: Nrf2 qHTS screen for inhibitors; A549 ARE-Fluc reporter, luciferase luminescence, 18-24 h; Potency, µM (series often up to 46 µM), for inactives: at the highest dose activity change, negative = inhibition, most hits filed as inhibitors; 2.1% of 360,000 active; also: potency is read from the fitted curve at half-maximal effect; % is scaled to controls: 0 for no effect and ±100 for the full control effect; nearly all actives have a fitted effect of over 60% in size
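Nrf2 activity is the BugLite luminescence, read 15 min after reagent at room temperature, following CellTiter-Fluor cytotoxicity readout (30 min, 37C). Compound titrations were applied for 18-24 h to 5000 A549 ARE_Fluc cells/well in 5% FBS OPTI-MEM.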
A549 viability: Nrf2 qHTS screen for inhibitors: counterscreen for cytotoxicity | A549 ARE-Fluc cells, CellTiter-Fluor viability, 18-24 h | Potency, µM (highest dose often 46 µM), for inactives: top-dose activity change, negative = cytotoxicity, most hits filed as inhibitors | 0.16% of 390,000 active | AID 504648, 2011; also: potency is read from the fitted curve at half-maximal effect; % is scaled to controls: 0 for no effect and ±100 for the full control effect
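Cytotoxicity counterscreen: CellTiter-Fluor fluorescence was measured in A549 ARE_Fluc cells after 18-24 h of compound exposure in a concentration series. The subsequent BugLite luminescent read reports ARE-luciferase activity.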
ATXN viability: Viability Counterscreen for Primary qHTS for Inhibitors of ATXN expression; S2 cells (HEK-293 line with an ATXN2-luciferase reporter) viability, CellTiter-Fluor protease fluorescence, 24 h; Potency, µM (titrated, usually from 56.7 µM), hits mostly cytotoxic; 0.49% of 400,000 active; AID 651635, 2014; also: potency is read from the fitted curve at half-maximal effect; nearly all actives have a fitted effect of over 40% in size
* marks the source's active call; other numbers are inactive results; i = inactive; u = inconclusive; x = no result given; [ ] = another dose, or the depositor's remark. Unless noted, calls follow the shape of the dose curve; as a rule, active = well fitted curve in the direction sought with a large enough effect; inconclusive = small, poorly fitted or top-dose-only effect, or another doubt; inactive = no such curve, though single readings can be large; an effect the other way counts as inactive or inconclusive.

SMILES | pAkt inh | Mm-Cpn inhibitor | Nrf2 activator | CCT chaperon mod | HepG2 tox | TGFb inhibitor | Nrf2 inh | A549 viability | ATXN viability
C/C(CCc1ccc2c(c1)OCO2)=N\NC(=O)c1ccccc1 | i | 1% | 5.4% | 0.2 | 3% | 2% | u | -4% | i
Cc1cccc(NS(=O)(=O)c2cccc(C(=O)NCC(c3ccco3)N3CCCCC3)c2)c1 (configuration not stated) | i | 1% | 4.5% | -2.0 | 19% | -6% | u | -9% | i
COc1ccc(N2CCN(CC(=O)Nc3ccccc3C(=O)NC(C)c3ccccc3)CC2)cc1 (configuration not stated) | i | x | 3.0% | 0.1 | 5% | 13% | x | x | i
COc1cccc(CNC(=O)Cc2ccc(S(=O)(=O)N3CCOCC3)s2)c1 | i | -3% | -0.6% | -4.9 | -16% | 4% | 1% | 10% | i
Cc1c(C(=O)Nc2ccncc2)oc2c1C(=O)CC(C)(C)C2 | i | -1% | 1.1% | 1.0 | -30% | u | u | 3% | i
CON(C)C(=O)CCN(Cc1ccccc1)C(=O)OC(C)(C)C | i | 1% | -1.5% | -1.9 | -26% | u | -5% | -1% | i
CN(C)CC(CCCCC(CN(C)C)C(=O)c1ccccc1)C(=O)c1ccccc1 (configuration not stated) | i | 0% | 17% | -1.1 | -108% | u | -19% | u | i
CC1(C)Cc2cccc(OCC(=O)N3CCN(c4ccc(F)cc4)CC3)c2O1 | i | 2% | -0.7% | -3.2 | -20% | 6% | 3% | -7% | i
Cc1cc(N2CCN(C)CC2)nc2ccc(NC(=O)CCC(=O)N3CCN(c4ccc([N+](=O)[O-])cc4)CC3)cc12 | i | 0% | 12% | -1.3 | -26% | u | -16% | -20% | u
O=C(C[n+]1ccccc1)Nc1ccc(Oc2ccccc2)cc1 | i | 1% | -0.1% | -2.4 | -3% | 0% | 0% | 0% | i
Cc1oc(-c2ccccc2)nc1CS(=O)CC(=O)NC1CCCCCC1 (configuration not stated) | i | 2% | 0.0% | 1.8 | -11% | -5% | 10% | 3% | i
Cc1cc(C(=O)NN=C(CCC(=O)O)c2cccs2)c(C)o1 | i | -2% | 3.0% | -2.0 | -3% | -6% | 5% | 1% | i
CCN(CC(=O)Nc1ccc(C(=O)Nc2ccc(OC)cc2)cc1)Cc1nc2ccccc2c(=O)[nH]1 | i | -2% | 3.9% | 2.3 | -35% | -13% | u | -9% | u
CCc1ccc(NS(=O)(=O)c2ccc(-c3cc(C)no3)cc2)cc1 | x | x | -0.6% | x | 11µM* | u | u | 4% | x
COC(=O)[C@@]1(Sc2ccc(C)cc2)CC(=O)N(C(=O)c2ccccc2)[C@@H]1c1ccccc1 | i | x | 19% | 0.2 | x | x | x | x | u
Cc1cc(Cl)ccc1NC(=O)Cc1ccc(NC(=O)N2CCCCc3ccccc32)cc1 | x | x | 6.5% | x | -10% | -7% | u | -1% | i
Cc1nc2ccccn2c(=O)c1NC(=O)c1ccco1 | i | x | -1.0% | 0.7 | 5% | 0% | x | x | i
CCOc1ccc(NC(=O)COc2ccc(C(=O)NC3CCCc4ccccc43)cc2OC)cc1 (configuration not stated) | i | 0% | -0.1% | -2.0 | -82% | -25% | -7% | -3% | u
CCCCN1C(C(=O)c2ccccc2)=C(OC(C)=O)c2ccccc2S1(=O)=O | x | x | -3.0% | x | -59% | u | 8.2µM* | u | u
CCOc1ccc(S(=O)(=O)N2CCN(S(=O)(=O)c3ccc(C)c(C)c3)CC2)cc1 | i | 0% | 0.2% | -0.6 | -1% | 0% | -5% | 1% | i
O=C(COC(=O)c1ccccc1Nc1ccccc1F)c1ccccc1 | i | 0% | 0.7% | -0.8 | 8% | -25% | -7% | -14% | i
CCCCOC(=O)c1ccc(NC(=O)/C=C/c2cccs2)cc1 | i | 1% | 6.4% | -1.0 | -2% | u | 13% | 0% | i
Cc1noc(C)c1C(=O)Nc1nc2ccc(Cl)cc2s1 | i | -2% | 0.1% | -0.4 | -45% | u | 9% | 6% | i
Cc1cc(C)n2nc(SCC(=O)NC3CCCC(C)C3C)nc2n1 (configuration not stated) | i | -7% | 0.3% | -0.8 | -5% | 0% | 0% | 0% | i
O=C(Cn1cc(SCc2c(F)cccc2Cl)c2ccccc21)N1CCCC1 | x | x | 7.4% | x | -21% | 0% | u | 3% | x
COc1ccc(C(=O)C2CCCN(Cc3cnc(N4CCCC4)s3)C2)cc1OC (configuration not stated) | i | -1% | 4.7% | -2.5 | -24% | 4% | -7% | 3% | i
CC(=O)C1=C(O)C(=O)N(c2ccc(S(N)(=O)=O)cc2)C1c1ccccc1F (configuration not stated) | i | -5% | 0.2% | -1.2 | -18% | u | x | -8% | i
CN(C)C(=O)c1c2c(nc3ccccc13)-c1ccccc1CC2 | i | 1% | -0.6% | 0.7 | -24% | -10% | 12% | 8% | i
C=CCn1c(COc2ccc(F)cc2)nnc1SCC(=O)NC1CCCC1 | i | 3% | -0.5% | -0.4 | 6% | -8% | 25% | 1% | i
CCCN(CCC)c1nc(Cl)nc(NCCN2CCOCC2)n1 | i | -3% | -0.5% | 0.6 | 1% | -6% | u | -5% | i

As entered above:
`CCCN(CCC)c1nc(Cl)nc(NCCN2CCOCC2)n1` – TGFb inhibitor: -6%
`CN(C)CC(CCCCC(CN(C)C)C(=O)c1ccccc1)C(=O)c1ccccc1` (configuration not stated) – CCT chaperon mod: -1.1
`CCOc1ccc(S(=O)(=O)N2CCN(S(=O)(=O)c3ccc(C)c(C)c3)CC2)cc1` – Nrf2 inh: -5%
`C/C(CCc1ccc2c(c1)OCO2)=N\NC(=O)c1ccccc1` – A549 viability: -4%

(more compounds)
SMILES | pAkt inh | Mm-Cpn inhibitor | Nrf2 activator | CCT chaperon mod | HepG2 tox | TGFb inhibitor | Nrf2 inh | A549 viability | ATXN viability
O=[N+]([O-])c1ccc(/C=N/n2c(-c3cccnc3)n[nH]c2=S)cc1 | i | 2% | 0.3% | -1.3 | 20% | -27% | 9% | -3% | i
O=C(CN1CCOCC1)Nc1ccccc1Cl | i | 0% | -0.6% | 0.6 | 2% | 4% | 0% | 2%[1.84 µM] | i
CCCCOc1ccc(C(=O)N2CCCC2)cc1 | i | 0% | -0.3% | -2.0 | -8% | -10% | 9% | -2% | i
Brc1c(CSc2nc3ccccc3o2)nc2ncccn12 | i | u | 13% | -2.5 | -14% | u | 25% | -4% | i
Cc1cccc(NC(=O)c2ccc(S(=O)(=O)N3CC(C)OC(C)C3)cc2)n1 (configuration not stated) | i | -1% | -0.1% | -1.6 | -19% | -13% | u | -5% | u
Cc1cc(Nc2cc(F)ccc2C)nc(-n2nc(C)cc2C)n1 | x | x | -1.5% | x | -29% | u | x | -14% | x
O=C(NC(=S)NC1CCCC1)c1ccccc1Br | i | -1% | 2.6% | -0.8 | -18% | -26% | 10% | 4% | i
COc1ccc(-n2cnc3cc(NS(=O)(=O)c4ccccc4)ccc32)cc1 | i | -16% | 2.4% | -1.5 | -5% | -4% | u | -21% | i
CC1(C(=O)NS(=O)(=O)c2ccc(C#N)cc2)CCN1C(=O)Cc1ccsc1 (configuration not stated) | i | x | -1.2% | -1.1 | -29% | 0% | x | x | i
COc1ccc(C2CC(c3cccc(C)c3)n3ncnc3N2)cc1 (configuration not stated) | i | 0% | 0.3% | 0.3 | -6% | 5% | -20% | -6% | i
Cc1ccccc1CN(C)CCc1ccccn1 | i | -2% | 2.8% | -3.2 | 15% | -8% | 0% | -4% | i
CC1CCN(S(=O)(=O)N2CCC(C(=O)NC3CCCC3)CC2)CC1 | i | 1% | 0.4% | -1.5 | -1% | -6% | 4% | -4% | i
CCc1nc2ccc(C(=O)NCc3ccc4c(c3)OCO4)cn2c1N(C)Cc1cccs1 | i | x | 1.1% | -0.3 | -19% | -10% | x | x | u
Cc1ccc(S(=O)(=O)NC(=O)Nc2ccc(OC(F)F)cc2)cc1 | i | 1% | -0.2% | 0.4 | 46% | 32%[activator] | 4% | 3% | u
O=C(c1cc(=O)[nH]c2ccccc12)N1CCN(Cc2ccc3c(c2)OCO3)CC1 | i | 0% | 0.4% | -1.4 | 8% | -13% | 10% | 2% | i
CC(C)(C)OC(=O)N1CCC(C(=O)N2CCCCCC2)CC1 | i | -1% | -0.9% | 0.2 | 5% | 2% | -9% | -6% | i
O=C(Nc1ccc(N2CCCCC2)c(C(=O)O)c1)c1ccco1 | i | 1% | -0.5% | 2.5 | -8% | -1% | 17% | -10% | i
Cc1cccc(N2CCN(C(=O)NC3CCCCC3)CC2C)c1 (configuration not stated) | i | -2% | -0.8% | -4.4 | -10% | -1% | -10% | -7% | u
Cn1ncc(Br)c1NC(=O)Nc1ccc(OC(F)(F)F)cc1 | i | -1% | 0.2% | -5.1 | -31% | -2% | 18% | 6% | i
CCc1n[nH]c(=S)n1/N=C/c1ccc(NC(C)=O)cc1 | i | -1% | -0.3% | -3.7 | 9% | -1% | 0% | 1% | i
CN(C)S(=O)(=O)c1cccc(NC(=O)COc2ccccc2C(=O)NCc2ccccc2)c1 | i | 1% | -0.1% | 0.1 | 3% | 9% | u | -14% | i

Two entries drawn at random from those above, as already listed:
SMILES | pAkt inh | Mm-Cpn inhibitor | Nrf2 activator | CCT chaperon mod | HepG2 tox | TGFb inhibitor | Nrf2 inh | A549 viability | ATXN viability
O=C(CN1CCOCC1)Nc1ccccc1Cl | i | 0% | -0.6% | 0.6 | 2% | 4% | 0% | 2%[1.84 µM] | i
O=C(Cn1cc(SCc2c(F)cccc2Cl)c2ccccc21)N1CCCC1 | x | x | 7.4% | x | -21% | 0% | u | 3% | x
